Screens as filed in PubChem.
ROC1-CUL1 inh = inhibitors of human ROC1-CUL1 ubiquitin ligase activity | hit rate 0.6% among 140,000 | inhibition, % at 10 µM | AID 1347404, 2020 | in vitro K48 di-Ub FRET, acceptor:donor ratio, 45 min; in the data active = inhibition above about 25%
Target sequence (P62877 whole entry, looked up): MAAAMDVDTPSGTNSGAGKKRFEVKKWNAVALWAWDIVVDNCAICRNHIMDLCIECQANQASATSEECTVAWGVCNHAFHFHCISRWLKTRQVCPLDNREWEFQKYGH
Target sequence (Q13616 whole entry, looked up): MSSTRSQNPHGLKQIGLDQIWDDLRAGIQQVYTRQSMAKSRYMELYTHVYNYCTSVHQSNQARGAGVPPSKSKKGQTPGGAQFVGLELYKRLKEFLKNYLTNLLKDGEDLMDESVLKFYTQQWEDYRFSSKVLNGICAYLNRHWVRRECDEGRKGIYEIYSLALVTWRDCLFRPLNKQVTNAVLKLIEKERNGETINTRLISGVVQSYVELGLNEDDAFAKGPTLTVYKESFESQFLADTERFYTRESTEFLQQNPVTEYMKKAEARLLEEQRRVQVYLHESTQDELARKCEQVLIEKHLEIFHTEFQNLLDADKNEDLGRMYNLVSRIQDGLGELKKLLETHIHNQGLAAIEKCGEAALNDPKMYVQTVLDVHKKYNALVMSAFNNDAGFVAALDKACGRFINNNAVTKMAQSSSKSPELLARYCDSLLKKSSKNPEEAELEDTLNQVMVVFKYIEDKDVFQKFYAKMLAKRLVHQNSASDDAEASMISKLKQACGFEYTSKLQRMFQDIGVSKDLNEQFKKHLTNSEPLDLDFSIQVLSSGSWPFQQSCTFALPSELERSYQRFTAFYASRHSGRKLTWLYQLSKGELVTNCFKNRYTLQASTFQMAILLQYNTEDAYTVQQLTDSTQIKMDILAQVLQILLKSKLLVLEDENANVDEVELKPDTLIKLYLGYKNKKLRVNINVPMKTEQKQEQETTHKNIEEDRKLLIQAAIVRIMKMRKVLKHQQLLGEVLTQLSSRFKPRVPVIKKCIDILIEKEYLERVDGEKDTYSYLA
* = called active by the depositor. Some of the compounds tested; the hit share may differ from the screen's.

A first look (two entries):
smiles | ROC1-CUL1 inh
CC(C)(C)CC(=O)N1CCN(Cc2ccc(F)cc2Cl)CC1 | 3
COc1cc(C(=O)Nc2scc(-c3ccc(-c4ccccc4)cc3)c2C(=O)O)cc(OC)c1OC | -2

All compounds of this part, repeating the preview:
smiles | ROC1-CUL1 inh
CC(C)(C)CC(=O)N1CCN(Cc2ccc(F)cc2Cl)CC1 | 3
COc1cc(C(=O)Nc2scc(-c3ccc(-c4ccccc4)cc3)c2C(=O)O)cc(OC)c1OC | -2
Cc1ccc(NC(=O)n2ncc3c(C)cccc32)c(C)c1 | -3
O=C(CCC1CCCC1)Nc1ccc(Cl)cc1C(F)(F)F | -5
COc1ccc(C(=O)NC2CC2)c(OC2CCN(C3CCC3)CC2)c1 | 6
CC1CCc2c(sc3nnn(CC(=O)Nc4ccc(Cl)cc4)c(=O)c23)C1 (stereo unspecified) | 7
COc1ccc2nc(N(Cc3cccnc3)C(=O)Cc3ccccc3)sc2c1 | -7
CCc1nnc(NC(=O)c2ccc(CSc3ccc(C)cc3)cc2)s1 | -6
N#Cc1ccc(-c2ccc(OCCCCCCCCCCCO)cc2)cc1 | 8
C/C(Cl)=C/Cn1c(Br)nc2c1c(=O)n(C)c(=O)n2C | 9
CC(=O)c1ccc(-n2nnc3c(sc4nc5ccccc5cc43)c2=O)cc1 | 14
CCc1ccccc1NC(=O)c1ccc(CN2C(=O)CCn3nc(C)cc32)cc1 | -6
Cc1ccc(NC(C#N)c2ccccc2OCc2ccccc2)cc1 (stereo unspecified) | 3
Cc1ccc(-c2nnc(Nc3ccccc3)c(=Nc3ccccc3)s2)cc1 | 15
NS(=O)(=O)c1ccc(-n2cccc2/C=C2/C(=O)NN(c3cccc(Cl)c3)C2=O)cc1 | 2
Cc1cccc(NC(=O)C2CCN(S(=O)(=O)c3c(C)noc3/C=C/c3ccco3)CC2)c1C | -1
CC(C)CC1(C2CCN(C(=O)c3cccc(Cl)c3)CC2)NC(=O)N(Cc2cccs2)C1=O (stereo unspecified) | 4
O=C(ON=C1c2ccccc2-c2ccccc21)c1ccccc1Br | 3
CC(C)NCc1cccnc1Oc1ccc(F)c(F)c1 | 3
O=C(Nc1ncc(C(F)(F)F)cc1Cl)C1CCC1 | -7

Next section:
smiles | ROC1-CUL1 inh
CCOc1ccc(NC(=S)N(Cc2cccnc2)Cc2cc3cc(C)ccc3[nH]c2=O)cc1 | -5
COc1ccc2nc(C)cc(SCC(=O)NCc3ccco3)c2c1 | -13
CCC(Cc1ccccc1)NC(=O)Cn1nc(C)n2c(cc3occc32)c1=O (stereo unspecified) | 2
CCOc1ccc(C2CC(=O)Nc3c2c(=O)n(C)c(=O)n3C)cc1OC (stereo unspecified) | -7
FC(F)(F)c1cccc(N2CCN(/C=C/c3nnnn3-c3ccc4ccccc4c3)CC2)c1 | 6
Cn1cc(CN2CCOC(CCCc3ccccc3)C2)cn1 (stereo unspecified) | 8
O=S(=O)(Nc1ccc(O)cc1)c1cc(Cl)ccc1Cl | -1
COc1ccc(OC)c(NC(=O)CN2C(=O)COc3ccc(S(=O)(=O)NC4CCCC4)cc32)c1 | 5
COC(=O)CN1N=C(c2ccc(Cl)c(Cl)c2)CSC1=O | 7
Nc1c(NOc2cccc(C(F)(F)F)c2)nsc1N1CCCC1 | 18
CCOc1cc(S(=O)(=O)NCCc2c(C)[nH]c3ccc(C)cc23)ccc1Br | -18
CC(=O)c1c(C)oc2c(Br)cc(NS(=O)(=O)c3ccc(Br)cc3)cc12 | 2
Cn1nnnc1SCC(=O)N1CCN(Cc2ccccc2)CC1 | -5
Cc1ccc(S(=O)(=O)Oc2ccccc2/C=N/NC(=O)c2cccnc2)cc1 | 6
Clc1cccc2c1sc1ccccc12 | -7
COc1ccc(C2=Nc3ccccc3SC(c3ccccc3Cl)C2)cc1 (stereo unspecified) | -2
COc1ccc(Cl)cc1NC(=O)CCCn1c(=O)c2cccn2c2cccnc21 | 3
CCc1ccc(NS(=O)(=O)c2ccc(C(=O)N(C)C)s2)cc1 | -1
COc1ccc(NC(=O)CCn2cccn2)cc1OC | 12
CCc1ccc(S(=O)(=O)c2cn(C)c3cc(N4CCC(C)CC4)c(F)cc3c2=O)cc1 | -3

A few values from above:
In ROC1-CUL1 inh, COc1ccc(Cl)cc1NC(=O)CCCn1c(=O)c2cccn2c2cccnc21 has 3
In ROC1-CUL1 inh, Clc1cccc2c1sc1ccccc12 has -7
In ROC1-CUL1 inh, CCC(Cc1ccccc1)NC(=O)Cn1nc(C)n2c(cc3occc32)c1=O (stereo unspecified) has 2

Next section.
smiles | ROC1-CUL1 inh
Cc1cc(C)cc(NC(=O)CN2CCN(c3ccccc3C)CC2)c1 | -4
COc1cc(Cl)c(N=C2CC(=O)c3ccccc3C2=O)c(OC)c1 | -7
CN(C(=O)Cn1ncc2c1-c1ccccc1OC2)c1ccc(Br)cc1 | 11
Cc1nc(N2CCCC(NC3(c4ccccc4)CC3)CC2)nc2ccc(F)cc12 (stereo unspecified) | 11
O=C(O)c1cc2cc(Cl)sc2s1 | -4
CCN(CC)C(=O)Cn1cc(C(=O)NCCOc2ccccc2)nn1 | -3
O=C1CC(CSCc2ccc(Cl)cc2Cl)=NC(=O)N1 | 10
Clc1ccc(-c2nn3c(-c4ccncc4)nnc3s2)cc1 | 1
Nc1c(C(=O)Nc2cc(C(F)(F)F)ccc2Cl)sc2ncccc12 | 3
CC12CCC(C(=O)Nc3ccc(Cl)cc3Cl)(CC1=O)C2(C)C (stereo unspecified) | 2
COC(=O)C1C(C)=NC(C)=C(C(=O)OCCOc2ccc(NC(C)=O)cc2)C1c1cccc([N+](=O)[O-])c1 (stereo unspecified) | 8
Clc1ccc(/C=C/c2nn3c(-c4ccccn4)nnc3s2)cc1 | 2
O=C(NC1CC1)C1CCCN(C2CCN(C(=O)C3CCCCC3)CC2)C1 (stereo unspecified) | 3
CCOc1ccccc1NC(=O)c1cccc2c1C(=O)N(C1CCCCC1)C2 | 6
COc1cc(C(=O)NCc2nc3cccnc3n2Cc2ccc(C)cc2)cc(OC)c1OC | 0
CC1(C)Cc2cc(CNC(=O)C3CCN(c4ccccc4)C3=O)ccc2O1 (stereo unspecified) | 2
CCOc1cc(C2SC(NC(C)=O)=NN2C(C)=O)ccc1OCc1ccc(Cl)cc1Cl (stereo unspecified) | 0
CCOC(=O)c1c(-c2ccccc2)csc1NC(=O)c1scc2c1OCCO2 | 5
O=c1[nH]c2ccccc2c(=O)n1CCSCc1ccc(Cl)cc1 | -3
CCOc1ccc(NC(=O)CSc2nc3c(oc4ccccc43)c(=O)n2-c2ccccc2C)cc1 | 0

Next part
smiles | ROC1-CUL1 inh
CCC12CN3CC(C)(CN(C1)C3c1ccccc1C)C2=O (stereo unspecified) | 1
O=C1NN(c2ccc(I)cc2)C(=O)/C1=C\c1ccc(O)c(O)c1 | 106*
Cc1ccc(C(=O)N2CCC(CO)(Cc3ccccc3)CC2)c(C)c1 | -7
Cc1cc(C)nc(Sc2ccc(/C=C(\C#N)C(N)=O)o2)n1 | -4
COc1ccc(CNC(=O)CN2C(=O)COc3ccc(S(=O)(=O)NC4CCCC4)cc32)cc1 | -6
COc1ccc(S(=O)(=O)NCc2cccn2Cc2cccc(C)c2)cc1 | 6
Cn1c(=O)c2c(=O)c(NC(=O)CC#N)c(N)[nH]c2n(C)c1=O | 8
Cc1ccc(NC(=O)Nc2cc3c(cc2N2CCCCC2)n(C)c(=O)n3C)cc1Cl | 4
CCCOC(=O)c1nc(C)c(C)nc1C(=O)Nc1ccc(Cl)cc1Cl | 7
COC(=O)C1=C(C)OC(=N)C(C#N)C1c1ccc(OC(C)C)c(OC)c1 (stereo unspecified) | 6
CCCc1nc2sc(C)c(C)c2c(=O)n1N | -5
O=C(O)C1CCN(C2CC(=O)N(Cc3ccccc3)C2=O)CC1 (stereo unspecified) | 11
O=C(Nc1cccc(Cl)c1)C1CC1c1ccccc1 (stereo unspecified) | -7
CCOc1ccc(CCNC(=O)CN2C(=O)c3cccnc3Oc3ccc(Cl)cc32)cc1 | 3
Cc1ccc(-n2c(-c3nn(C)cc3Cl)n[nH]c2=S)cc1 | -10
CN1CCN(c2ncc3c(n2)CCN(Cc2ccc(Br)s2)C3)CC1 | -2
CSc1ccc(S(=O)(=O)NCc2cccnc2)cc1 | 4
CN(C(=O)Cn1cccn1)C(Cc1ccccc1)C1CCN(C(=O)c2cccc(C(F)(F)F)c2)CC1 (stereo unspecified) | 4
Cc1cc(N2C[C@H]3OC(=O)N(CCN4CCCCC4)[C@H]3C2)c2ccccc2n1 | 2
CCOC(=O)c1cnc2ccccc2c1NCCCN1CCOCC1 | 2

Additional compounds:
smiles | ROC1-CUL1 inh
COc1cc(/C=C2\C(=O)NN(c3ccccc3)C2=O)cc(Cl)c1OCCOc1ccc(Cl)c(C)c1 | 12
O=C(c1cccs1)N1CCCc2cc(NS(=O)(=O)c3ccc(Br)cc3)ccc21 | -4
CCOC(=O)c1nn(-c2ccccc2F)c2nc(-c3ccco3)c(C#N)c(=O)n12 | 4
COC(=O)c1cc2c(=O)n3cccc(C)c3nc2n(Cc2ccc(C)cc2)c1=N | 1
O=C(NCCc1ccccc1)c1ccc2c(c1)N(Cc1ccc(F)cc1)C(=O)c1ccccc1S2(=O)=O | 1
COc1ccc(-c2cc(-c3ccc(F)cc3)nc3c2COc2ccc(F)cc2-3)cc1 | 2
Cc1cccc(OP(=O)(Oc2cccc(C)c2)N2CCN(c3ccc([N+](=O)[O-])cc3)CC2)c1 | 5
COc1ccccc1C(=O)N1CCC(c2noc(-c3ccc(S(=O)(=O)N4CCCC4)cc3)n2)CC1 | -2
COC(=O)C1C(C)=NC(=O)C1(NC(=O)c1cc(OC)c(OC)c(OC)c1)C(F)(F)F (stereo unspecified) | -8
Cc1ccc(Nc2nc(-c3ccccc3)c(CC(=O)O)s2)cc1Cl | -2
Cc1ccc(NC(=O)c2ccccc2)cc1OC(=O)c1ccccc1 | -1
Cc1nn(-c2ccc(Cl)cc2)c2c(=O)c(I)cccc12 | 6
CC1CC(=O)Nc2ccccc2N1 (stereo unspecified) | 14
O=C(Nc1ccc(-c2cc(-c3ccc(NC(=O)c4ccccc4)cc3)nc(-c3ccc(NC(=O)c4ccccc4)cc3)n2)cc1)c1ccccc1 | 7
CCOc1cc(CC2=NC(=S)N(Cc3ccccc3)C2=O)cc(Cl)c1O | 24
COc1cc2nc(N(C)C)c(CNC3CCCCCCC3)cc2c(OC)c1OC | 0
CN1C(=O)CC(CC(=O)N2CCC[C@H]2CO)(c2ccc(-c3ccccc3)cc2)C1=O (stereo partly specified) | -7
Cc1c(C(=O)OC(C)C)sc(N)c1C(=O)OC(C)C | -3
Cc1ccc(OCC(=O)Nc2cc(Cl)c(Cl)cc2Cl)cc1 | 2
O=C1NC(C(F)(F)F)(C(F)(F)F)N=C2C=CC(Cl)=CN12 | -4

Some of the entries so far, with each value named.
COc1cc(C(=O)Nc2scc(-c3ccc(-c4ccccc4)cc3)c2C(=O)O)cc(OC)c1OC
- ROC1-CUL1 inh: -2
Cc1ccc(NC(=O)n2ncc3c(C)cccc32)c(C)c1
- ROC1-CUL1 inh: -3
O=C(CCC1CCCC1)Nc1ccc(Cl)cc1C(F)(F)F
- ROC1-CUL1 inh: -5
COc1ccc(C(=O)NC2CC2)c(OC2CCN(C3CCC3)CC2)c1
- ROC1-CUL1 inh: 6

Next section
smiles | ROC1-CUL1 inh
CCOc1ccccc1CNC(=O)c1cnc2sc(N3CCCC3)nn2c1=O | 1
O=C(O)Cn1c(SCCOc2ccccc2)nc2ccccc21 | 3
C#CC(C)(C)OCC(O)CN1CCN(c2cccc(Cl)c2)CC1 (stereo unspecified) | 12
COC(=O)c1cnn(C(C)(C)C)c1COc1ccc(Cl)cc1Cl | 1
C=CCOc1ccc(/C=C2\SC(=Nc3ccc(S(N)(=O)=O)cc3)NC2=O)cc1OCC | 7
O=C(c1ccc(N2C[C@H]3CC[C@H]2C3)nc1)N1CCC(CCn2cccn2)CC1 | 3
c1ccc(NCc2nc3ccccc3n2CCOc2ccccc2)cc1 | 0
O=C(Oc1ccc2cc(Br)ccc2c1)c1cccs1 | 1
O=C1Nc2ccccc2C12NCCc1c2[nH]c2ccccc12 (stereo unspecified) | -4
Cc1n[nH]c(C)c1CCNC(=O)c1ccc2oc(-c3cccc(F)c3)nc2c1 | -8
CCCCC(O)(CCCC)C(=O)NN(C(=O)c1cccs1)c1ccccc1 | -2
N=c1c(S(=O)(=O)c2ccc(Cl)cc2)cc2c(=O)n3ccccc3nc2n1Cc1ccccc1 | 6
CCOCCN1N=C(C)Cn2c1nc1c2c(=O)n(C)c(=O)n1C | 5
CCc1ccc(C(=O)Nc2ccc(N3CCOCC3)c(Cl)c2)cc1 | -12
CCCC(=O)Nc1cc(C)ccn1 | 0
Cc1sc2ncnc(Oc3ccc(Br)cc3)c2c1C | 1
CN1N=C(c2ccc(O)c(C(=O)O)c2)C2NN=C(N)N21 (stereo unspecified) | 6
CCCCc1ccc(S(=O)(=O)NCCc2ccncc2)cc1 | -8
COc1ccc(C2C(C(=O)Nc3ccc(C)cc3C)C(C)=Nc3nc(SCc4cccc(C)c4)nn32)c(OC)c1 (stereo unspecified) | 4
Cc1ccc(C2CCN(C(=O)c3cnn(-c4ccccc4Cl)c3C3CCN(C(=O)OC(C)(C)C)CC3)C2)cc1 (stereo unspecified) | 3

(list continues)
smiles | ROC1-CUL1 inh
CC1(C)CC(=O)C2=C(C1)c1c(ccc3ccccc13)NC2c1cc([N+](=O)[O-])cc([N+](=O)[O-])c1O (stereo unspecified) | 12
Oc1ccc(C2Nn3c(nnc3-c3ccccc3)S2)cc1 (stereo unspecified) | 3
Cn1cc(CNC(=O)c2coc(CN3CCN(Cc4ccccc4)CC3)n2)cn1 | -8
CCOC(=O)c1c(-c2ccc(-c3ccccc3)cc2)csc1NC(=O)c1cccnc1 | -3
COc1cc(C(=O)NCc2nc(-c3ccc(Cl)cc3)no2)cc(OC)c1OC | -5
CCOc1cc(Cl)c(S(=O)(=O)N2CCC(C(N)=O)CC2)cc1Cl | 2
